rTrxR1 inhibitor: rat TrxR1 inhibition; recombinant rTrxR1, NADPH fluorescence consumption, selenite substrate; AID 588453; Potency, µM (highest dose often 114 µM), for the others: at the top dose activity change, negative = inhibition, actives largely listed as inhibitors; 390,000 compounds, 1% hits; note: potency is the fitted concentration of half-maximal effect; % is set by controls: 0 for no effect and ±100 for the full control effect; nearly all actives have a fitted effect of over 65% in size
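Rat TrxR1 (90 nM in the dispensed reagent) was pre-reduced with 400 uM NADPH for 5 min at room temperature, then incubated with compound for 15 min. After 400 uM selenite was added, NADPH fluorescence (Ex 340/Em 450 nm) was followed for 8 min.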
TrxR1 substrate: substrates of rat thioredoxin reductase 1 | purified TrxR1 substrate turnover, NADPH consumption readout | Potency, µM (top dose mostly 114 µM), without a hit: top-dose activity change, negative = substrate turnover | 390,000 compounds, 0.01% hits; note: potency is the fitted concentration of half-maximal effect; % is set by controls: 0 for no effect and ±100 for the full control effect; nearly all actives have a fitted effect of over 50% in size
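Rat TrxR1, dispensed at 90 nM, was prereduced with 400 uM NADPH (final) for 5 min at ~22 deg C, then incubated with compound 15 min before 400 uM selenite. A first-read NADPH fluorescence drop versus no-compound background flagged substrates.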
USP1 inh: inhibitors of human USP1/UAF1 deubiquitinase. O94782. recombinant USP1/UAF1, Ub-Rhodamine cleavage fluorescence. Potency, µM (doses to about 57.1 µM), inactives show at the highest dose activity change, negative = inhibition, usual class: inhibitors. 390,000 compounds, 0.23% hits. AID 743255; note: potency is the fitted concentration of half-maximal effect; % is set by controls: 0 for no effect and ±100 for the full control effect; nearly all actives have a fitted effect of over 60% in size; inactives centre near -12
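High-throughput fluorogenic screen: 1nM USP1/UAF1 complex, Ub-Rho substrate 150nM final, 50mM HEPES pH 7.8 with 0.5mM EDTA, 0.1 mg/ml BSA, 1mM TCEP and 0.01% Tween-20.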
TRHR enhancer: allosterically enhances the human TRH receptor; P34981; TRHR cells, fluo-8 calcium fluorescence, EC20 TRH enhancement; enhancement, % at 2 µM; 360,000 compounds, 0.66% hits; AID 493056; in the data active = enhancement above about 30%; note: 0% is about no effect
Target sequence (P34981 whole entry, looked up): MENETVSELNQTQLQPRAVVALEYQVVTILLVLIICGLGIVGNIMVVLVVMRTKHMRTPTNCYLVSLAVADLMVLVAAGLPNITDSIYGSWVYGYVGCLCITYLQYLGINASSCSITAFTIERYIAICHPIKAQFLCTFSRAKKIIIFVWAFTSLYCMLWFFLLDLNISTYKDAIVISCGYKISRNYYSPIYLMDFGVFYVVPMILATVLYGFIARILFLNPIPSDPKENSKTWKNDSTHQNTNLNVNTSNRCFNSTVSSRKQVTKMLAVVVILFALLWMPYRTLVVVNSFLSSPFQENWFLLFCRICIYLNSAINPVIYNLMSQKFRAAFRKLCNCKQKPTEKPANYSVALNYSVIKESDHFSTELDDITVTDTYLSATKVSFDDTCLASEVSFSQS
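Enhancer read-out: after compound pinning and an initial kinetic agonist-mode read, an EC20 of TRH (10 nM final) was injected and fluo-8 calcium signal (Ex 480/Em 530) followed at 1 s/cycle for 100 cycles in TRHR-expressing cells.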
Pin1 inh: inhibitors of human Pin1 | Q13526 | Pin1 FP peptide displacement, HiFluor488, 10 min | Potency, µM (titrated, usually from 115 µM), inactives show top-dose activity, negative = inhibition, most hits filed as inhibitors | 390,000 compounds, 0.009% hits | AID 504891; active = well fitted inhibition curve with a large enough effect in the polarisation, with a control signal flat, not every such curve was filed as active; inconclusive = small, poorly fitted or top-dose-only effect, or effect the other way, or a change in a side signal; inactive = no such curve, though single readings can be large or run the other way; the % refers to the polarisation; note: potency is the fitted concentration of half-maximal effect; % is set by controls: 0 for no effect and ±100 for the full control effect
Target sequence (Q13526 whole entry, looked up): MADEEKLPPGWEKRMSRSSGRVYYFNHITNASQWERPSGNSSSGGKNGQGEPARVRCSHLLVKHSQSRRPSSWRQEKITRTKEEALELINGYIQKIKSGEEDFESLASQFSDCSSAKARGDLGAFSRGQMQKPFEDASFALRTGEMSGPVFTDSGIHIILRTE
IDH1 R132H inh: inhibitors of human mutant IDH1 R132H | O75874 | IDH1-R132H enzyme, NADPH consumption, diaphorase/resazurin fluorescence | Potency, µM (top dose mostly 76.6 µM), without a hit: at the highest dose activity change, negative = inhibition, usual class: inhibitors | 390,000 compounds, 0.093% hits; note: potency is the fitted concentration of half-maximal effect; % is set by controls: 0 for no effect and ±100 for the full control effect; nearly all actives have a fitted effect of over 65% in size
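IDH1-R132H (0.5 ug/mL) preincubated 30 min with compound, then NADPH (0.016 mM) and alpha-KG (2 mM) added; 80 min at RT, pH 7.5. Remaining NADPH coupled via diaphorase/resazurin to fluorescence (540/590 nm); concentration-response curves normalized to no-enzyme control.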
TRHR agonist: TRH receptor (human) agonism. P34981. TRHR cells, calcium flux fluo-8, FDSS agonist mode. activation, % at 2 µM. 360,000 compounds, 0.18% hits; in the data active = activation above about 30%; note: 0% is about no effect
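Fluo-8-loaded TRHR cells; 10 s baseline, compound added, kinetic Ca2+ fluorescence read 1/s, agonist mode.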
D2 agonist: D2 dopamine receptor (human) agonism. P14416. HEK293 T-REx D2 cells, calcium flux agonist mode. activation, % at 2 µM. 340,000 compounds, 0.53% hits. AID 485358;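 active = activation over 3 SD above normal in the single-dose calcium agonist read, cut at about 30% in these data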; note: 0% is about no effect
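Tetracycline-induced HEK293 Trex cells with D2 receptor force-coupled to calcium signaling, plated overnight at 30 C and loaded with no-wash calcium dye. Calcium flux read kinetically for 180 s after compound addition; responses flag agonists.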
D2 antagonist: D2 dopamine receptor (human) antagonism. 340,000 compounds, 2% hits. inhibition, % at 10 µM. HEK293 TREx D2 cells, calcium flux, dopamine EC80. AID 485344; in the data active = inhibition above about 30%; note: 0% is about no effect
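Tetracycline-induced HEK293 T-REx cells expressing D2 force-coupled to calcium signalling were dye-loaded, exposed to compound for 180 s, then challenged with an EC80 of dopamine; calcium flux was followed kinetically for a further 180 s.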
Active calls of the source: *; u = inconclusive; x = not tested or not shown; [ ] = dose if it differs, or a comment. Unless noted, calls come from the whole dose curve; as a rule, active = well fitted inhibition curve with a large enough effect; inconclusive = small, poorly fitted or top-dose-only effect; inactive = no such curve, though single readings can be large or run the other way.

1	CCc1ccccc1Nc1nc2cc(Cl)c(Cl)cc2nc1-n1nc(C)cc1C
2	CNc1ncnc(NC)c1[N+](=O)[O-]
3	O=C(c1ccc(CS(=O)c2cccc(Cl)c2)o1)N1CCN(C2CCCCC2)CC1 (stereo not given)
4	O=S(=O)(Nc1ccc(-c2cn3ccsc3n2)cc1)c1ccc2c(c1)OCCO2
5	Cc1ccc(O)c(N=Cc2cccs2)c1
6	O=C1C=C(c2cc3ccccc3s2)C[C@@H](c2ccc(F)cc2)C1
7	Cc1ccc(NC(=O)COc2ccccc2CNC(C)(C)CC(C)(C)C)cc1
8	O=C(CNC(=O)C12CC3CC(CC(C3)C1)C2)OCc1cc(=O)n2cc(Br)ccc2n1
9	CCOC(=O)c1ccccc1NC1OC(=O)c2ccccc21 (stereo not given)
10	Cc1ccccc1NC(=O)c1ccc(F)c(S(=O)(=O)N(C)Cc2ccccc2)c1
Assay by compound	1	2	3	4	5	6	7	8	9	10
IDH1 R132H inh	3%	-3%	-1%	-9%	16%	12%	9%	1%	-4%	9%
TrxR1 substrate	24%	-9%	-7%	-4%[57.1 µM]	-6%	-2%	2%	-2%	48%[activator]	-4%[57.1 µM]
rTrxR1 inhibitor	6%	-3%	-5%	7%[57.1 µM]	-7%	15%[57.1 µM]	14%	9%[57.1 µM]	10%	0%[57.1 µM]
Pin1 inh	-2%	2%	-1%	24%	8%	7%	5%	3%	-4%	-6%
TRHR enhancer	-1	x	8	8	2	-1	6	-8	1	-10
D2 agonist	-0.2	x	1.2	-0.2	x	-0.6	-0.3	0.2	0.0	0.4
USP1 inh	4%	-15%	-21%	-3%	-16%	-27%	-19%	5%	-6%	-11%
D2 antagonist	x	x	6	3	x	-8	16	4	8	x
TRHR agonist	1.0	x	0.1	-0.2	1.8	-0.3	2.0	-0.1	0.1	0.3

11	COc1ccc(C(=O)COc2ccc3c(C)cc(=O)oc3c2)cc1
12	CC(=O)N1CCc2cc(N=NC3=C(O)CCCC3=O)ccc21
13	CC12CC3(C)CC(C)(C1)CC(C(=O)NC(=S)N1CCOCC1)(C2)C3
14	COc1ccccc1Oc1ccc(N/C=C2/CCCC2=O)cc1
15	O=C(/C=C/c1ccccc1Cl)NCCc1ccc(F)cc1
16	COc1ccc(C(=O)NCC(c2ccc3c(c2)OCO3)N2CCOCC2)cc1 (stereo not given)
17	CCOC(=O)CSc1nc(C2CC2)nc2ccccc12
18	O=C(O)CCc1ccc(-c2cccs2)n1CC1CCCO1 (stereo not given)
19	CCOc1ccc(N(CC)C(=O)CCS(=O)(=O)c2cccc3nonc23)cc1
20	Oc1c(Br)cc(Br)cc1/C=N/n1c(-c2ccccc2)n[nH]c1=S
Assay by compound	11	12	13	14	15	16	17	18	19	20
IDH1 R132H inh	1%	-1%	1%	4%	0%	-13%	5%	-2%	5%	-3%
TrxR1 substrate	18%	-23%	9%	-3%	-10%	-9%[57.1 µM]	13%	47%[activator]	1%	-5%
rTrxR1 inhibitor	34%	u	19%	-11%	-8%	-12%[57.1 µM]	28%	u	-14%	-33%
Pin1 inh	129%[activator]	u	-2%	13%	14%	0%	-8%	-5%	0%	u
TRHR enhancer	-9	1	-9	-2	3	-5	2	-5	1	3
D2 agonist	0.4	4.3	-0.3	-0.8	0.1	-0.1	0.0	-0.4	-1.0	x
USP1 inh	-10%	u	-11%	-21%	-5%	-25%	-1%	-5%	u	-19%
D2 antagonist	2	6	4	-2	-15	x	-4	-6	5	x
TRHR agonist	-0.2	1.0	8.5	-1.0	-0.9	0.0	-2.1	0.2	-0.2	1.2

21	CSc1ccc(C(=O)/C=C/c2ccc(N)cc2)cc1
22	CC(OC(=O)c1ccc([N+](=O)[O-])s1)C(=O)Nc1ncc(Cl)cc1Cl (stereo not given)
23	O=C(Nc1ccc(F)cc1)c1nc[nH]c1C(=O)Nc1ccc([N+](=O)[O-])cc1
24	O=C(NC(=S)Nc1ccc2c(c1)OCO2)c1ccccc1
25	CCOC(=O)CSc1nnc(-c2ccccc2)o1
26	COc1ccc2oc(=O)c(/C(C)=N/Nc3nc(-c4cc(C)ccc4C)cs3)cc2c1
Assay by compound	21	22	23	24	25	26
IDH1 R132H inh	0%	0%	-6%	0%	-1%	6%
TrxR1 substrate	-7%	-2%	-9%	10%	6%[57.1 µM]	-13%
rTrxR1 inhibitor	-9%	-23%	-11%	u	6%[57.1 µM]	u
Pin1 inh	7%	-1%	7%	-6%	-6%	19%
TRHR enhancer	-2	-4	9	-3	4	-2
D2 agonist	-0.5	-0.4	-0.8	0.4	0.0	0.8
USP1 inh	-24%	u	-4%	-16%	-10%	-17%
D2 antagonist	6	-8	2	10	6	0
TRHR agonist	0.2	-0.4	1.5	4.5	0.0	-0.4

Part of the list above, with two lines to a compound.
Results follow in this order: IDH1 R132H inh | TrxR1 substrate | rTrxR1 inhibitor | Pin1 inh | TRHR enhancer | D2 agonist | USP1 inh | D2 antagonist | TRHR agonist
16. COc1ccc(C(=O)NCC(c2ccc3c(c2)OCO3)N2CCOCC2)cc1 (stereo not given)
    -13% | -9%[57.1 µM] | -12%[57.1 µM] | 0% | -5 | -0.1 | -25% | x | 0.0
17. CCOC(=O)CSc1nc(C2CC2)nc2ccccc12
    5% | 13% | 28% | -8% | 2 | 0.0 | -1% | -4 | -2.1
18. O=C(O)CCc1ccc(-c2cccs2)n1CC1CCCO1 (stereo not given)
    -2% | 47%[activator] | u | -5% | -5 | -0.4 | -5% | -6 | 0.2
19. CCOc1ccc(N(CC)C(=O)CCS(=O)(=O)c2cccc3nonc23)cc1
    5% | 1% | -14% | 0% | 1 | -1.0 | u | 5 | -0.2
20. Oc1c(Br)cc(Br)cc1/C=N/n1c(-c2ccccc2)n[nH]c1=S
    -3% | -5% | -33% | u | 3 | x | -19% | x | 1.2
21. CSc1ccc(C(=O)/C=C/c2ccc(N)cc2)cc1
    0% | -7% | -9% | 7% | -2 | -0.5 | -24% | 6 | 0.2
22. CC(OC(=O)c1ccc([N+](=O)[O-])s1)C(=O)Nc1ncc(Cl)cc1Cl (stereo not given)
    0% | -2% | -23% | -1% | -4 | -0.4 | u | -8 | -0.4
23. O=C(Nc1ccc(F)cc1)c1nc[nH]c1C(=O)Nc1ccc([N+](=O)[O-])cc1
    -6% | -9% | -11% | 7% | 9 | -0.8 | -4% | 2 | 1.5
24. O=C(NC(=S)Nc1ccc2c(c1)OCO2)c1ccccc1
    0% | 10% | u | -6% | -3 | 0.4 | -16% | 10 | 4.5
25. CCOC(=O)CSc1nnc(-c2ccccc2)o1
    -1% | 6%[57.1 µM] | 6%[57.1 µM] | -6% | 4 | 0.0 | -10% | 6 | 0.0
26. COc1ccc2oc(=O)c(/C(C)=N/Nc3nc(-c4cc(C)ccc4C)cs3)cc2c1
    6% | -13% | u | 19% | -2 | 0.8 | -17% | 0 | -0.4

A portion of the library (hit frequency here may not be typical).
